Compound activity as filed in PubChem.
Growth percent in the NCI-60 one-dose screen (48 h, 10 µM unless noted): 100 = growth as untreated, 0 = no growth, -100 = all killed.
A549/ATCC – A549/ATCC NSCLC. actives 3.7% (n = 81,000). AID 1794740
RPMI-8226 – RPMI-8226 leukemia cells; actives 7.5% (n = 77,000)
SR – SR leukemia cells | actives 8.7% (n = 73,000)
EKVX – EKVX NSCLC | actives 3% (n = 71,000) | AID 1794765
MOLT-4 – MOLT-4 leukemia cells | actives 6.9% (n = 80,000)
HOP-92 – HOP-92 NSCLC cells. actives 6.3% (n = 71,000). AID 1794738
HOP-62 – HOP-62 NSCLC. actives 3.9% (n = 80,000). AID 1794735
CCRF-CEM – CCRF-CEM leukemia; actives 7% (n = 77,000); AID 1794778
An asterisk follows results filed as active; nt = no result given; & = joins results of further samples. How the source made its calls: active means growth percent below 10; inactive means the rest.

1. CCOC(=O)C(=NNc1ccccc1)C(=O)OCC
2. CCOC(=O)C1=C(N)N(c2ccccc2)C2=C(C(=O)CC(C)(C)C2)C1c1ccc(Cl)cc1 (stereo not given)
3. COc1cc(Cn2cc3c(c2)-c2onc(CN4CCCC4)c2CC3)cc(OC)c1OC
4. Nc1nnc(CSc2nc3ccccc3c(=O)n2CCc2ccccn2)s1
5. CCOC(=O)c1sc(/N=C2\NC(=O)/C(=C/c3cn(C)c4ccccc34)S2)nc1C
6. Nc1nnc(-c2cncc(Br)c2)c(-c2c[nH]c3ccccc23)n1
7. O=S(=O)(NCCCNc1nccc(-c2[nH]c(-c3ccccc3)nc2-c2ccc(Cl)c(O)c2)n1)c1ccccc1
8. S=c1sc2ccccc2n1C=Nc1ccccc1
entry no.,1,2,3,4,5,6,7,8
A549/ATCC,96,34,100,101,98,91,83,nt
RPMI-8226,106,7.7*,88,97,117,75,37,102
SR,96,13,98,93,103,88,41,101
EKVX,nt,28,76,nt,90,79,83,100
MOLT-4,104,1.5*,92,99,101,101,44,102
HOP-92,84,69,92,100,93,71,90,81
HOP-62,87,81,93,118,91,82,111,79
CCRF-CEM,107,15,89,96,118,86,41,113

The closing 2 records of the section before open the next one:
7. O=S(=O)(NCCCNc1nccc(-c2[nH]c(-c3ccccc3)nc2-c2ccc(Cl)c(O)c2)n1)c1ccccc1
8. S=c1sc2ccccc2n1C=Nc1ccccc1
9. CC(O)(CC(=O)CC(=O)c1ccccc1)c1ccccc1 (stereo not given)
10. Cc1cc2nc(-c3ccccn3)n3c(=O)cc(C)n3c2cc1C
11. CCCCSc1nc(N/N=C/c2cc(Cl)ccc2O)c(C#N)c(-c2ccc(F)cc2)n1
12. OCCCN=Cc1cc(Cl)cc(Cl)c1O
13. COc1ccc2[nH]cc(-c3nnc(N)nc3-c3cn(C)c4ncccc34)c2c1
14. COc1cccc(-c2nc3sccn3c2-c2ccnc(NCCNC(=O)c3ccc(N4CCOCC4)c(C(F)(F)F)c3)n2)c1
15. COC1CCC2CC(C(=O)N3CCC(C(C)C(=O)NCC4CCCCC4)CC3)NC2C1 (stereo not given)
16. Cc1cc(N=C2C=CC(=O)C=C2)c(N)cc1N
entry no.,7,8,9,10,11,12,13,14,15,16
A549/ATCC,83,nt,97&103,94,85,105,96,76,68,106
RPMI-8226,37,102,89&106,76,62,85,79,39,47,72
SR,41,101,103&110,90,76,117,63,77,65,139
EKVX,83,100,103,nt,86,92,92,74,71,109
MOLT-4,44,102,113&87,96,74,111,86,51,65,112
HOP-92,90,81,95&100,nt,80,nt,72,85,69,108
HOP-62,111,79,99&106,112,91,97,79,99,85,104
CCRF-CEM,41,113,83&95,50,38,88,94,55,82,nt

Reprinted at random: 2 records from the list
16. Cc1cc(N=C2C=CC(=O)C=C2)c(N)cc1N
1. CCOC(=O)C(=NNc1ccccc1)C(=O)OCC
entry no.,16,1
A549/ATCC,106,96
RPMI-8226,72,106
SR,139,96
EKVX,109,nt
MOLT-4,112,104
HOP-92,108,84
HOP-62,104,87
CCRF-CEM,nt,107

Later entries:
17. Cc1nn(-c2ccccc2)c(N2CCCCC2)c1/C=N/NC(=O)Cn1c(=O)sc2ccccc21
18. CCOC(=O)c1cc(C#N)n2ncc3ccccc3c12
19. CCCCCCCCCCCCC1CCCC(C)C1 (stereo not given)
20. N#CC1=C(N)Oc2n[nH]c(-c3ccccn3)c2C1c1ccco1 (stereo not given)
21. COC1=C(Nc2ccc(OC)cc2)C(=O)C(OC)=C(Nc2ccc(OC)cc2)C1=O
22. CCCC(CCC)=NCCCO
23. COc1ccc(N2C(=O)C(c3ccccc3)(c3ccccc3)C2c2ccccc2OC(=O)C(c2ccccc2)c2ccccc2)cc1 (stereo not given)
24. O=c1c2ccccc2[nH]c2ccccc12
entry no.,17,18,19,20,21,22,23,24
A549/ATCC,66,100,93,102,104,108,106,103
RPMI-8226,65,105,99,95,103,103,116,82
SR,94,98,nt,nt,108,114,99,121
EKVX,75,95,nt,nt,101,109,95,108
MOLT-4,55,90,nt,92,106,134,84,105
HOP-92,66,81,69,108,103,90,68,89
HOP-62,77,91,91,103,88,99,88,100
CCRF-CEM,85,106,nt,102,113,118,93,90

25. CC(C)NCC(O)COc1ccc(COCCOC(C)C)cc1 (stereo not given)
26. CCC(OC(=O)CC(C)C)c1ccccc1 (stereo not given)
27. COc1ccc(/C(C)=N/N=C2C(=O)Nc3c(Cl)cccc32)cc1S(N)(=O)=O
28. CC/C(=C\C(=O)O)C(=O)O
29. Cc1cc([N+](=O)[O-])cc(C)[n+]1[O-]
30. CC1CCc2c(sc3nc(SCC(=O)c4cccc([N+](=O)[O-])c4)n(-c4ccccc4)c(=O)c23)C1 (stereo not given)
31. COc1ccc(-c2[nH]nc(N)c2-c2ccccc2)c(O)c1
32. Cc1ccc(NC(=O)Nc2cccc(Cl)c2)cc1F
entry no.,25,26,27,28,29,30,31,32
A549/ATCC,99,81,96,117,nt,90,101,90
RPMI-8226,101,105,83,108,111,84,85,78
SR,98,101,97,95,104,49,85,39
EKVX,89,99,91,123,109,88,84,nt
MOLT-4,104,98,90,96,102,60,103,107
HOP-92,91,93,87,nt,96,85,90,140
HOP-62,110,96,90,110,97,78,96,108
CCRF-CEM,107,104,86,nt,119,62,105,75

33. COc1ccc2nccc(/C=C/c3ccccc3N)c2c1
34. Cc1cc(Nc2ccc(F)cc2)n2c(nc3ccccc32)c1C#N
35. Cn1cc(-c2nn3cc(-c4ccncc4)nc3s2)c2cc(Br)ccc21
36. CCn1cc(-c2cc(-c3ccc(Cl)cc3)nc(N)n2)c(-c2ccc(Br)cc2)n1
37. COc1ccc(S(=O)(=O)NNS(=O)(=O)c2ccc(OC)c(OC)c2)cc1OC
38. O=C1C(=O)N(Cc2cn(Cc3ccccc3)nn2)c2ccc(Cl)cc21
39. O=c1oc2ccc(Br)cc2cc1C1=CNc2ccccc2N=C1
40. CC(=O)N[C@@H](CC(=O)O)C(=O)N[C@@H](CCC(=O)O)C(=O)O
entry no.,33,34,35,36,37,38,39,40
A549/ATCC,100,77,66,65,97,104,92,89
RPMI-8226,90,72,15,66,121,92,83,104
SR,101,94,8.3*,70,89,nt,100,nt
EKVX,99,nt,46,78,100,93,89,93
MOLT-4,98,89,13,83,84,102,100,91
HOP-92,89,nt,-0.9*,74,86,97,nt,91
HOP-62,104,80,72,75,103,93,93,105
CCRF-CEM,103,82,30,83,103,97,101,120

41. COc1ccc(-c2cn[nH]c2-c2cc(OC)c3c(c2)OCCO3)cc1
42. Clc1ccc(Cn2c(CN3CCCC3)nc3ccccc32)cc1
43. CC1=NN(C)C(=O)C1C(=O)c1nnn(-c2ccccc2)c1C (stereo not given)
44. CCCCC(=O)Nc1cccc(NC(=O)c2cccc(F)c2)c1
45. COc1cc(-c2nn(Cc3ccccc3)c3c2-c2oncc2CC3)cc(OC)c1OC
46. Cc1nnc2c3nnnn3c3ccccc3n12
47. COc1cc(-c2n[nH]nc2-c2ccc3c(c2)OCCO3)cc(OC)c1OC
48. O=C(Nc1ccc2c(c1)[nH]c(=O)c1ccccc12)C(F)(F)F
entry no.,41,42,43,44,45,46,47,48
A549/ATCC,30,86,98,95,105,103,16,87
RPMI-8226,nt,60,101,86,nt,100,0.7*,99
SR,nt,nt,89,87,43,87,9.3*,88
EKVX,nt,82,99,nt,83,nt,nt,79
MOLT-4,12,73,94,97,60,87,5.5*,99
HOP-92,47,40,101,93,98,nt,24,88
HOP-62,24,95,106,102,117,90,8.9*,nt
CCRF-CEM,17,43,101,96,79,90,5.8*,97

49. Cc1ccc(-c2nc3c(c(-c4ccccc4)nn3-c3ccccc3)c(-c3ccc4c(c3)OCO4)c2C#N)cc1
50. CC1CCN(Cc2c(O)ccc3cc(-c4nc5ccccc5s4)c(=O)oc23)CC1
51. S=C1Nc2ccccc2Nc2ccccc21
52. CCOC(=O)c1cc(C(=O)c2ccc(OC)c(OC)c2)n2ccc(/C=C/c3cc[n+](CC(=O)c4ccc(OC)c(OC)c4)cc3)cc12
53. CC1=C(C(=O)OCC(C)C)C(c2ccc3c(c2)OCO3)NC(=S)N1 (stereo not given)
54. CCOC(=O)c1c[nH]c(C=O)c1C
55. O=C1C2CC=CCC2C(=O)N1CNc1ccc(Cl)cc1 (stereo not given)
56. CN(C)c1ccc(-c2nc(-c3ccccc3)c(-c3ccccc3)[nH]2)cc1
entry no.,49,50,51,52,53,54,55,56
A549/ATCC,96,68,89,96,99,100,94,100
RPMI-8226,72,41,100,81,84,107,116,90
SR,nt,51,101,92,104,102,126,88
EKVX,106,nt,106,100,104,97,89,61
MOLT-4,92,54,104,94,89,100,101,83
HOP-92,103,97,91,110,103,102,63,52
HOP-62,101,111,94,101,121,101,86,100
CCRF-CEM,94,56,100,86,101,106,120,90

57. CCOC(=O)C(Cc1ccc([N+](=O)[O-])cc1)(NC=O)C(=O)OCC
58. N#Cc1ccc(C(=O)Cn2cc(CO)nn2)cc1
59. N#Cc1nc(-c2cccs2)oc1NCC(c1ccc(Cl)cc1)N1CCCCC1 (stereo not given)
60. Nc1cc(=O)[nH]c(=S)[nH]1
61. O=C(O)C(c1ccccc1)C(O)C1CC=CCC1 (stereo not given)
62. CC(C)C[C@@H](/C=C/S(=O)(=O)c1ccccc1)NC(=O)[C@H](Cc1ccccc1)NC(=O)c1cnccn1
63. CCOC(=O)c1nc2cc(C#N)ccn2c1C(=O)c1ccc(Br)cc1
64. C=CC(=O)Nc1ccc(Oc2nccc(Nc3nnc(-c4ccc(C)cc4)s3)n2)cc1
65. O=C1C=CC(=NOC(=O)c2ccccc2)C=C1
66. CCOC(=O)C1=C(C)N=C2SC=C(c3ccc(Cl)cc3)N2[C@H]1c1cn[nH]c1-c1ccc(F)cc1
entry no.,57,58,59,60,61,62,63,64,65,66
A549/ATCC,80,108,90,98,95,99,96,77,110,63
RPMI-8226,91,102,93,112,102,107,107,62,115,62
SR,105,87,78,82,144,120,121,36,nt,57
EKVX,100,106,93,nt,103,95,58,103,104,83
MOLT-4,93,99,79,87,113,97,109,69,114,50
HOP-92,79,nt,84,121,101,99,112,72,121,nt
HOP-62,98,97,98,96,108,101,98,83,118,72
CCRF-CEM,85,105,83,104,119,91,120,50,111,71

Complete entries as entered above.
CCOC(=O)c1nc2cc(C#N)ccn2c1C(=O)c1ccc(Br)cc1 reads A549/ATCC: 96; RPMI-8226: 107; SR: 121; EKVX: 58; MOLT-4: 109; HOP-92: 112; HOP-62: 98; CCRF-CEM: 120
CCCC(CCC)=NCCCO reads A549/ATCC: 108; RPMI-8226: 103; SR: 114; EKVX: 109; MOLT-4: 134; HOP-92: 90; HOP-62: 99; CCRF-CEM: 118
